Source: PubChem BioAssay (National Center for Advancing Translational Sciences (NCATS))
D2 potentiator – D2 dopamine receptor (human) potentiation; P14416; HEK293 T-REx D2, calcium flux, EC20 dopamine potentiation; potentiation, % at 10 µM; 340,000 tested, 0.34% active; AID 485347;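 active = potentiation over 3 SD above the plate norm, cut at about 30% in these data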; note: 0% is about no effect
Target sequence (P14416 whole entry, looked up): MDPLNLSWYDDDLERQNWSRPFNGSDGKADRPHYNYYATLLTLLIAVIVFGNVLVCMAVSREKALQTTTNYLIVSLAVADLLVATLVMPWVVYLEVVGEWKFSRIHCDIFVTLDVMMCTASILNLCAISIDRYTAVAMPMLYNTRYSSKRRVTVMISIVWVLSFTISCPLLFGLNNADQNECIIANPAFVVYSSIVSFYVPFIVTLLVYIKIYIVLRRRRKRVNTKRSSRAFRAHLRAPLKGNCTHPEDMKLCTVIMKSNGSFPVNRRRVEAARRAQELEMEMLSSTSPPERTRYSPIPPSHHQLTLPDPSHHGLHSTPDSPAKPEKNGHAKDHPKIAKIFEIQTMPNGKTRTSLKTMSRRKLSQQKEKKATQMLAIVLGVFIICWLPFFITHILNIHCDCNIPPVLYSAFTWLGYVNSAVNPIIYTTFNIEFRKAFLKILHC
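Using a no-wash calcium dye in inducible, force-coupled HEK293 Trex cells expressing D2, we tracked fluorescence each second for 180 s after compound, then for 180 s after EC20 dopamine to detect augmented signalling.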
D2 antagonist – antagonists of human D2 dopamine receptor | HEK293 TREx D2 cells, calcium flux, dopamine EC80 | inhibition, % at 10 µM | 340,000 tested, 2% active | AID 485344; in the data active = inhibition above about 30%; note: 0% is about no effect
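Measurement of antagonist activity uses fluorescent calcium dye in inducible HEK293 T-REx D2 cells: 10 s baseline, compound addition with 180 s read, EC80 dopamine addition with a further 180 s read.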
RXFP1 antag – antagonists of human relaxin receptor RXFP1; Q9HBX9; HEK293-RXFP1, relaxin-stimulated cAMP HTRF, 30 min; active compounds read low; activity change, negative = inhibition, % at 57.5 µM; 350,000 tested, 0.59% active; AID 1259400;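 active = activity change of -60% or lower, but not beyond a set lower limit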; note: % is set by controls: 0 for no effect and ±100 for the full control effect
TRHR agonist – activates the human TRH receptor; activation, % at 2 µM; P34981; AID 493084; TRHR cells, calcium flux fluo-8, FDSS agonist mode; 360,000 tested, 0.18% active; note: 0% is about no effect
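Read-out: compound-evoked intracellular calcium rise in TRHR cells, fluo-8 dye, kinetic FDSS fluorescence at 1 s/cycle following a 10-cycle baseline. Cells cultured overnight before dye loading (30 min–1.5 h, RT).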
D1 antag – blocks dopamine activation of the human D1 receptor; P21728; activity change, negative = inhibition, % at 10 µM; HEK293 TREx D1 cells, calcium flux, dopamine EC80; active compounds read low; 360,000 tested, 3.2% active; in the data active = activity change below about -30%; note: % is set by controls: 0 for no effect and ±100 for the full control effect
Target sequence (P21728 whole entry, looked up): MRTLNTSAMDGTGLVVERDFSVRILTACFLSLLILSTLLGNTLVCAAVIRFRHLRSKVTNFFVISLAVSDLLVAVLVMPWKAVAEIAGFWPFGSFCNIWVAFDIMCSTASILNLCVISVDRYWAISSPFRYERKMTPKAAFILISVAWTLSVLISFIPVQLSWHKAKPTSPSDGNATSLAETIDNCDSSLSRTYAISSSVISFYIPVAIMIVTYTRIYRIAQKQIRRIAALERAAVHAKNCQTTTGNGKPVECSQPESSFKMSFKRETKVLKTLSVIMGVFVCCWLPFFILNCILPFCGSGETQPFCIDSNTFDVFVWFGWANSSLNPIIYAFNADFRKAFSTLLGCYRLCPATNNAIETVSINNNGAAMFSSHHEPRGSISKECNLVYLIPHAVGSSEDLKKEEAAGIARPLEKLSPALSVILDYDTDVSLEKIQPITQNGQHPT
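Cells carrying a force-coupled, tetracycline-inducible human D1 receptor report calcium flux. Each well gets a 10 s baseline, compound with 180 s monitoring, then an EC80 dopamine stimulus with a second 180 s kinetic read.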
D2 ag – D2 dopamine receptor (human) agonism; P14416; HEK293 T-REx D2 cells, calcium flux agonist mode; activation, % at 2 µM; 340,000 tested, 0.53% active; AID 485358;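 active = activation over 3 SD above normal in the single-dose calcium agonist read, cut at about 30% in these data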; note: 0% is about no effect
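Agonism is scored from calcium flux in a force-coupled, inducible HEK293 cell line expressing D2, read kinetically for 180 s after compound addition against dopamine controls.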
D1 agonist – agonists of human D1 dopamine receptor. 360,000 tested, 1% active. activation, % at 2 µM. HEK293 T-REx D1 cells, calcium flux, agonist mode; note: 0% is about no effect
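Agonism was scored from calcium flux recorded over 180 s (1 read/s) after pintool compound addition, following a 10-cycle baseline. Cells were inducible force-coupled HEK293 TREx D1, plated overnight at 30 C and loaded with no-wash calcium dye.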
TRHR PAM – allosteric enhancers of human TRH receptor | P34981 | enhancement, % at 2 µM | 360,000 tested, 0.66% active | TRHR cells, fluo-8 calcium fluorescence, EC20 TRH enhancement | AID 493056; in the data active = enhancement above about 30%; note: 0% is about no effect
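Enhancer read-out: after compound pinning and an initial kinetic agonist-mode read, an EC20 of TRH (10 nM final) was injected and fluo-8 calcium signal (Ex 480/Em 530) followed at 1 s/cycle for 100 cycles in TRHR-expressing cells.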
D1 potentiator – enhances dopamine response at the human D1 receptor. P21728. HEK293 TREx D1 cells, calcium flux, dopamine EC20 potentiation. potentiation, % at 10 µM. 360,000 tested, 0.036% active. AID 504651; in the data active = potentiation above about 30%; note: 0% is about no effect
Active calls of the source: *; x = no result given. Cut-off read from the data, not from the text of the source, unless noted: active = activation above about 30%; inactive = the rest.

[1] O=C(O)COc1ccccc1/C=N/NC(=O)c1ccc2c(c1)OCCO2
[2] O=C(O)c1ccc(NC2=C(n3nnc4ccccc43)C(=O)c3ccccc3C2=O)cc1
[3] Cc1ccc(NC(=O)N2CCC(C(=O)NCc3ccc(F)cc3)CC2)cc1
[4] Cc1cc2cc(CNC(=O)c3ccc(S(=O)(=O)N4CCOCC4)cc3)ccc2n1C
[5] Cc1cccc(/N=C/c2nc(-c3ccccc3Br)oc2O)n1
[6] O=C(CNc1cccc2ccccc12)N/N=C/c1cccc(Oc2ccccc2)c1
[7] CC(=O)Nc1ccc(S(=O)(=O)N2CCNC(=O)CC2)cc1
[8] CCN(CC)CCOc1cccc(C(C)C)c1
compound no.,1,2,3,4,5,6,7,8
D2 potentiator,-4,12,5,1,-7,0,-14,x
D2 antagonist,-11,0,-4,12,6,-9,12,73*
RXFP1 antag,-10,13,-25,6,-11,-3,0,2
TRHR agonist,0.2,0.4,0.7,0.1,0.3,0.3,1.0,-0.3
D1 antag,4,-13,-4,-17,-14,9,x,-3
D2 ag,0.3,0.4,2.0,0.9,-1.1,1.9,-0.8,2.1
D1 agonist,5,0,-1,-2,-3,3,-1,1
TRHR PAM,0,-7,3,16,1,9,-5,-3
D1 potentiator,2,-6,1,6,-1,1,-4,-4

[9] Cc1occc1-c1nnc(SCC(=O)N(C)c2ccccc2)n1C
[10] COc1ccc(-c2nnc(SCC(=O)Nc3sc4c(c3C#N)CCCC4)n2-c2ccccc2)cc1
[11] CCOC(=O)N1CCN(Cc2nc(N)nc(Nc3ccc(C)cc3C)n2)CC1
[12] O=C(/C=C/c1ccccn1)c1ccc(Br)cc1O
[13] CCC(C)n1c(C)nc2c(c1=O)c1nc3ccccc3nc1n2CCC1=CCCCC1 (stereo not drawn)
[14] CN(CC(=O)Nc1cccc(F)c1)C(=O)c1cn(-c2ccccc2)nc1-c1ccccc1
[15] FC(F)(F)c1ccc(C2[C@H]3CN(Cc4cccnc4)[C@H](c4ccccc4)C34CC2(c2cccnc2)C4)cc1 (stereo partly drawn)
[16] Cc1ccc(S(=O)(=O)N2CCN(c3ccccc3)CC2)cc1
compound no.,9,10,11,12,13,14,15,16
D2 potentiator,-7,5,14,3,7,-3,7,5
D2 antagonist,-3,-8,-22,2,3,9,8,6
RXFP1 antag,6,6,-12,-4,-16,-2,x,13
TRHR agonist,0.6,0.6,-0.5,0.2,0.0,0.0,0.8,0.0
D1 antag,-24,-10,12,-9,1,-9,23,-7
D2 ag,0.2,0.6,-0.7,0.7,0.1,0.2,0.2,-0.7
D1 agonist,2,0,1,3,1,2,2,1
TRHR PAM,2,-2,8,-3,15,3,4,0
D1 potentiator,-2,-1,-1,-1,3,-6,0,-2

[17] Nc1nnc(SCC(=O)Nc2ccc(N3CCOCC3)cc2)s1
[18] CCC(C)(C)NC(=O)C(c1ccc(OC)cc1)N(CCOC)C(=O)CCC(=O)Nc1nccs1 (stereo not drawn)
[19] Cc1ccc(C(=O)NCCCNCCCN(C)C)cn1
[20] COc1cc(SC)ccc1C(=O)N(Cc1ccccc1)c1ccccc1
[21] COC(=O)c1nn(-c2ccc(OC)cc2)c(=O)cc1O
[22] Cc1ccc(S(=O)(=O)NC(=O)Nc2ccc(C)cn2)cc1
[23] c1cn(CCCNc2ncnc3sc4c(c23)CCC4)cn1
[24] S=c1[nH]nc(-c2ccccc2Br)n1Cc1ccccc1
compound no.,17,18,19,20,21,22,23,24
D2 potentiator,9,16,3,-12,-6,-2,-6,12
D2 antagonist,26,-9,9,-24,-11,7,-7,7
RXFP1 antag,-11,-4,15,-6,10,-9,7,11
TRHR agonist,1.2,-0.1,-0.2,3.3,-0.7,0.4,-0.3,-0.8
D1 antag,8,8,-2,2,2,8,2,-17
D2 ag,0.9,-0.4,-0.2,1.5,1.2,0.5,-0.1,0.0
D1 agonist,-1,0,1,4,3,1,0,0
TRHR PAM,-4,4,2,-11,-4,11,-4,-1
D1 potentiator,-1,1,-5,-9,-3,2,3,-5

Among those listed so far, three have fluorine.
[3] Cc1ccc(NC(=O)N2CCC(C(=O)NCc3ccc(F)cc3)CC2)cc1
[14] CN(CC(=O)Nc1cccc(F)c1)C(=O)c1cn(-c2ccccc2)nc1-c1ccccc1
[15] FC(F)(F)c1ccc(C2[C@H]3CN(Cc4cccnc4)[C@H](c4ccccc4)C34CC2(c2cccnc2)C4)cc1 (stereo partly drawn)
compound no.,3,14,15
D2 potentiator,5,-3,7
D2 antagonist,-4,9,8
RXFP1 antag,-25,-2,x
TRHR agonist,0.7,0.0,0.8
D1 antag,-4,-9,23
D2 ag,2.0,0.2,0.2
D1 agonist,-1,2,2
TRHR PAM,3,3,4
D1 potentiator,1,-6,0

(listing goes on)
[25] COc1ccc(NC(=O)CN2C(=O)CSc3ncccc32)cc1
[26] CCCS(=O)(=O)N1CCC(N2CCN(Cc3ccc(C)cc3)C(=O)C2=O)CC1
[27] Cn1c(N2CCN(C(=O)C34CC5CC(CC(C5)C3)C4)CC2)nc2ccccc21
[28] CC(=O)N(CC(=O)Nc1nn(-c2ccccc2)nc1C(N)=O)Cc1ccccc1
[29] COc1cc(NC(=O)c2ccco2)c(OC)cc1NC(=O)c1cc(OC)c(OC)c(OC)c1
[30] O=C(Nc1cnccn1)c1cccc(C(F)(F)F)c1
[31] Cc1cc(-c2nnc(CCC(=O)N3CCN(Cc4cccnc4)CC3)o2)c(C)o1
[32] CCOC(=O)Cn1cnc2c(nnn2-c2ccc(C)cc2)c1=O
compound no.,25,26,27,28,29,30,31,32
D2 potentiator,0,6,-2,-20,3,3,-1,-5
D2 antagonist,2,x,-1,-12,-10,x,-13,-3
RXFP1 antag,-2,-2,x,12,8,10,-17,2
TRHR agonist,0.7,0.2,0.0,-0.8,0.0,0.0,0.5,0.0
D1 antag,8,-8,9,-15,4,-1,-25,1
D2 ag,0.1,x,0.7,-1.1,-0.6,x,1.1,-0.9
D1 agonist,1,2,-1,2,-1,3,7,1
TRHR PAM,-8,1,-1,-22,3,7,-1,10
D1 potentiator,3,-4,0,-9,-4,10,-4,-7

Full records as entered above. Screens in order: D2 potentiator, D2 antagonist, RXFP1 antag, TRHR agonist, D1 antag, D2 ag, D1 agonist, TRHR PAM, D1 potentiator
`COc1cc(SC)ccc1C(=O)N(Cc1ccccc1)c1ccccc1` is listed with -12, -24, -6, 3.3, 2, 1.5, 4, -11, -9
`CC(=O)N(CC(=O)Nc1nn(-c2ccccc2)nc1C(N)=O)Cc1ccccc1` is listed with -20, -12, 12, -0.8, -15, -1.1, 2, -22, -9
`CCC(C)n1c(C)nc2c(c1=O)c1nc3ccccc3nc1n2CCC1=CCCCC1` (stereo not drawn) is listed with 7, 3, -16, 0.0, 1, 0.1, 1, 15, 3
`Cc1ccc(NC(=O)N2CCC(C(=O)NCc3ccc(F)cc3)CC2)cc1` is listed with 5, -4, -25, 0.7, -4, 2.0, -1, 3, 1
`CCOC(=O)N1CCN(Cc2nc(N)nc(Nc3ccc(C)cc3C)n2)CC1` is listed with 14, -22, -12, -0.5, 12, -0.7, 1, 8, -1

(continued)
[33] COc1ccc(NC(=O)CSc2nc3ccsc3c(=O)n2CCCCCC(=O)O)cc1
[34] CCC1CN(S(=O)(=O)c2cc(-c3cc(C)no3)ccc2C)c2cc(C)ccc2O1 (stereo not drawn)
[35] COc1ccc(NC(=O)C2CCCN(S(=O)(=O)c3ccc(Cl)cc3)C2)cc1 (stereo not drawn)
[36] O=C(NCc1ccccc1)c1onc(CSc2ccc(Cl)cc2)c1C(=O)NCc1ccccc1
[37] COc1ccccc1CNC(=O)c1cnn(-c2ccc(F)cc2F)c1C1CCN(C(=O)OC(C)(C)C)CC1
[38] CC1CCCN(C(=O)c2ccc3c(c2)C(=O)N(CCC2=CCCCC2)C3=O)C1 (stereo not drawn)
[39] CCN(CCn1cccn1)C(=O)CC1C(=O)NCCN1Cc1cc(OC)cc(OC)c1 (stereo not drawn)
[40] C=CCOc1cccc(C2/C(=C(\O)c3ccc4c(c3)OCCO4)C(=O)C(=O)N2CCN2CCOCC2)c1 (stereo not drawn)
compound no.,33,34,35,36,37,38,39,40
D2 potentiator,1,0,18,-6,4,2,8,-7
D2 antagonist,2,x,x,-33,x,1,-7,1
RXFP1 antag,-8,x,-7,x,-29,x,3,56
TRHR agonist,0.0,0.3,-0.4,3.0,-1.0,-0.6,1.4,0.7
D1 antag,-3,64,12,-13,-59*,12,19,0
D2 ag,-0.2,0.3,-0.3,0.3,-1.8,1.4,-0.1,0.3
D1 agonist,2,8,-2,19,0,5,4,1
TRHR PAM,11,-3,5,-8,-6,9,-5,-10
D1 potentiator,-1,-2,2,5,-8,-3,-6,7

[41] Cc1ccc(OCCNC(=O)/C=C/c2ccc([N+](=O)[O-])cc2)cc1C
[42] Cc1ccc(-c2nn(-c3ccccc3)cc2C2CC(c3cccs3)=NN2C(=O)CCC(=O)O)cc1 (stereo not drawn)
[43] COc1cc2c(cc1OC)CN(c1ccc(C(N)=O)cc1[N+](=O)[O-])CC2
[44] Cc1ccc(NC(=O)C2CCCN(S(=O)(=O)c3cccc4nonc34)C2)cc1 (stereo not drawn)
[45] CCN(C(=O)COC(=O)c1nc2nc(C)cc(C)n2n1)C1CCS(=O)(=O)C1 (stereo not drawn)
[46] CC(=O)N(C)c1ccc(NC(=O)Nc2ccc(C)c(C)c2)cc1
[47] CC(=O)N1c2ccc(S(=O)(=O)NCCC(=O)NC3CCC(C)CC3)cc2CC1C (stereo not drawn)
[48] CCC(=O)N1CCc2cc(CNC(=O)Nc3cc(C)ccc3C)ccc21
compound no.,41,42,43,44,45,46,47,48
D2 potentiator,4,-3,-6,-11,13,-8,4,12
D2 antagonist,12,21,-19,-3,6,-6,-1,x
RXFP1 antag,-8,-7,-16,-10,-3,4,3,1
TRHR agonist,0.1,-0.6,-1.6,0.2,0.6,-0.9,-0.2,0.1
D1 antag,-3,2,-25,-5,3,-4,2,-3
D2 ag,0.6,-0.4,-0.1,0.3,0.7,0.3,0.0,0.4
D1 agonist,1,0,17,0,3,1,-1,1
TRHR PAM,-3,-12,3,-3,1,2,-7,1
D1 potentiator,-7,-3,x,-1,-3,-2,-1,-1
